APOBEC3G inh – inhibitors of human APOBEC3G DNA deaminase; recombinant A3G, ssDNA deamination FAM/TAMRA fluorescence; inhibition, % at 20 µM; 0.28% of 330,000 active; AID 493012;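 active = inhibition of at least 40% at 20 µM, with no more than 30% in the related APOBEC3A deaminase screen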;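 note: plate controls were DMSO wells with A3G for no effect and wells lacking A3G enzyme for full effect; some compounds called inactive have numbers as strong as hits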
Target sequence (Q9HC16 whole entry, looked up): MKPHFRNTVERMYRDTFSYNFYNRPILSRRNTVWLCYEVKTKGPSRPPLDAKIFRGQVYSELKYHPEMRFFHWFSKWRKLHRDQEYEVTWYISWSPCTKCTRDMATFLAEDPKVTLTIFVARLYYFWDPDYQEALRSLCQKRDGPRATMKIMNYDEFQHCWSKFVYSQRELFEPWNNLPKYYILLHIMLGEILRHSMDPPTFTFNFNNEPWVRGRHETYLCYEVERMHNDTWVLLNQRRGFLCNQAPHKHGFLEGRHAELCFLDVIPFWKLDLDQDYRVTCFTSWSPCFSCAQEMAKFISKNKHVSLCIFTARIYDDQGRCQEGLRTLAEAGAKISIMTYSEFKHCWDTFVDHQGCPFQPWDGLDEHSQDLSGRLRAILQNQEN
hIAP inh – blocks human intestinal alkaline phosphatase; P09923; AID 2544; 0.12% of 330,000 active; purified IAP, CDP-Star luminescence, 30 min; inhibition, % at 10 µM;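 active = inhibition reaching a set limit with compound at 10 µM in the primary screen, cut at about 35% in these data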;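 note: plate controls were DMSO wells with enzyme for no effect and no-enzyme buffer wells for full effect; values of inactives mirror those of a sister screen read the other way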
Target sequence (P09923 whole entry, looked up): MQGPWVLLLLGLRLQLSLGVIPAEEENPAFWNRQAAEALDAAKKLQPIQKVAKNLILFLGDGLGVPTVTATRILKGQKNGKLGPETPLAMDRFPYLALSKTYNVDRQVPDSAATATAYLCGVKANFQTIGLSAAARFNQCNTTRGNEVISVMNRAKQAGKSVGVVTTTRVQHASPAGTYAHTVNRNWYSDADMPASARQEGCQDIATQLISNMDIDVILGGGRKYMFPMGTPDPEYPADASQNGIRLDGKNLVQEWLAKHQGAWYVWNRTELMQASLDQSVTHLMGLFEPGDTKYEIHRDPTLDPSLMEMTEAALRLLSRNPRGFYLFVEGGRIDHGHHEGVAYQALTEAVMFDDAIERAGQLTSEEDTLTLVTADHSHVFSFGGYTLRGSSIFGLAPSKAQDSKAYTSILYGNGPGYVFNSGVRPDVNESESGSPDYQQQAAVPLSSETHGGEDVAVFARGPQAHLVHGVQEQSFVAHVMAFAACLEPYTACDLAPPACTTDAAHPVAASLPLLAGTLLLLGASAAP
TIM10 inh – growth inhibitors of TIM10 yeast strain; S. cerevisiae TIM10 strain growth, BacTiter-Glo luminescence, 24 h; inhibition, % at 10 µM; 1.4% of 330,000 active; AID 463195;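 active = inhibition of 40% or more at the single tested concentration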;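 note: wild-type TIM10 isogenic control strain grown at permissive 25 °C; 0% = DMSO yeast wells and 100% = minimal medium wells without yeast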
mIAP activ – increases mouse intestinal alkaline phosphatase activity; muIAP, CDP-Star luminescence, 30 min; hits give high values; 1 = vehicle-only enzyme signal, 0 = enzyme-free wells; activation factor at 10 µM; 0.24% of 330,000 active; AID 2805;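 active = activation factor of at least 2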; note: the source names both 10 and 20 µM as test concentration; values of inactives mirror those of a sister screen read the other way
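Assay system: mouse IAP enzyme / Compound: DMSO-dissolved test compounds / Timing: 30 min, room temperature / Measured by: luminescence from enzymatic CDP-Star hydrolysis / Control set: DMSO-only wells, enzyme-free buffer wells as negative control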
tim10-1 inh – tim10-1 yeast growth inhibition | S. cerevisiae tim10-1 ts strain growth, BacTiter-Glo, 24 h | inhibition, % at 20 µM | 2.2% of 330,000 active;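 active = inhibition of at least 40%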;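 note: mutant grown at 25 °C; 0% = DMSO wells with yeast and 100% = wells holding no yeast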
mIAP inh – mouse IAP inhibition | 0.2% of 330,000 active | purified mouse IAP, CDP-Star luminescence, 30 min | inhibition, % at 10 µM;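 active = inhibition of at least 40% at 10 µM in the primary screen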;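 note: plate controls were DMSO with enzyme for no effect and no enzyme wells for full effect; values of inactives mirror those of a sister screen read the other way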
APOBEC3A inh – human APOBEC3A DNA deaminase inhibition; recombinant A3A, FAM/TAMRA ssDNA deamination fluorescence; P31941; AID 493011; 0.41% of 330,000 active; inhibition, % at 20 µM;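 active = at least 40% inhibition at 20 µM here, with at most 30% in a related deaminase screen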;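 note: plate controls were A3A with DMSO for no effect and wells lacking A3A enzyme for full effect; some results filed as inactive read as strong as hits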
Target sequence (P31941 whole entry, looked up): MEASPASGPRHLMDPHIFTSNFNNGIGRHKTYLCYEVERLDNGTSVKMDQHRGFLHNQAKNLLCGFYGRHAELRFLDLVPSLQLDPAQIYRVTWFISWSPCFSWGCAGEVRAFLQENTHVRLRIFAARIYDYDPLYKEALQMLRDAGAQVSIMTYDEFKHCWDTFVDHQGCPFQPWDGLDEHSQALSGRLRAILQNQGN
NLRP3 yeast inh – inhibitors of NALP3 inflammasome in yeast | Yeast reconstituted NLRP3/ASC/caspase-1, beta-gal luminescence, 24 h | inhibition, % at 10 µM | AID 2825 | 0.39% of 330,000 active;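 active = inhibition of 50% or more; inactive = inhibition below 50%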;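 note: plate controls were induced DMSO wells for no effect and uninduced yeast grown without galactose for full effect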
MIN6 prolif – inducers of beta-cell replication in MIN6 cells | proliferation, % at 10 µM | MIN6 cells proliferation, ATPlite luminescence, 48 h; cells starved in 0.2% serum; 100% = growth in 10% serum | 0.29% of 330,000 active;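 active = compounds whose signal lies at least 3.5 SD above the mean of all wells on their plate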;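 note: 0% = DMSO-treated cells in low-serum medium and 100% = 10% serum control; some compounds called inactive have numbers as strong as hits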
Starred values were filed as active, the others as inactive.

SMILES	APOBEC3G inh	hIAP inh	TIM10 inh	mIAP activ	tim10-1 inh	mIAP inh	APOBEC3A inh	NLRP3 yeast inh	MIN6 prolif
NC(=O)C1CCN(S(=O)(=O)c2cccc(C(=O)O)c2)CC1	1	13	-15	0.96	1	4	1	-7	-2
O=C1c2ccccc2C(=O)C1(CO)c1ccccc1	-4	2	2	1.1	27	-7	-2	-5	-2
CCCC[C@@H]1C[C@H]1[C@@H](NC(=O)c1ccco1)c1ccccc1C(F)(F)F	-1	3	15	0.99	9	1	-2	18	-4
Cc1ccc(-n2nc3c(c2NC(=O)CC(C)C)CS(=O)C3)cc1 (stereo not given)	-3	-8	3	0.96	-6	4	11	4	2
COc1ccccc1CCC(=O)OCC(=O)Nc1cc(S(=O)(=O)N2CCOCC2)ccc1C	2	-8	-5	1	9	-4	2	9	-4
Cc1ccc(/C(O)=C2/C(=O)C(=O)N(c3ccccn3)C2c2ccc([N+](=O)[O-])cc2)cc1 (stereo not given)	-5	10	-4	0.94	6	6	-8	2	-1
CC(C)c1nnc(NC(=O)c2nc(S(=O)(=O)Cc3ccccc3F)ncc2Cl)s1	1	-5	16	0.99	9	1	-1	12	-5
COC(=O)CC1NCCNC1=O (stereo not given)	2	-5	9	0.97	15	3	3	4	0
COc1ccccc1CNC(=O)C1CCN(S(=O)(=O)c2ccc3c(c2)OCCCO3)CC1	-7	2	9	1	10	-3	-4	12	0
O=C(NC1CCS(=O)(=O)C1)c1cn(-c2ccccc2)nc1-c1ccccc1 (stereo not given)	-1	1	5	1.1	18	-9	-2	19	3
COc1ccc(C(=O)N2CCNC(=O)C2CC(=O)Nc2cc(Cl)ccc2OC)cc1 (stereo not given)	-12	9	14	0.96	-1	4	-4	10	3
O=C(O)CC(c1cccc(O)c1)N1Cc2ccccc2C1=O (stereo not given)	-1	1	10	0.9	2	10	-3	4	-3
Cc1ccc(S(=O)(=O)N(C)C)cc1NC(=O)C1Cc2ccccc2CN1C(=O)c1ccco1 (stereo not given)	-10	10	2	0.99	12	0	0	17	0
O=C(CN1C(=O)c2cccc3cccc(c23)C1=O)NCCN1CCOCC1	-9	-5	4	0.85	-7	15	-4	13	-1
Cc1oc(C)c2c(=O)ccc3c(c12)OC(N)=C(C#N)C3c1ccc(F)cc1 (stereo not given)	-1	-10	19	0.91	4	9	4	12	-4
Cc1nc2ccccn2c1C(=O)NNC(=S)Nc1ccc(Cl)cc1	2	7	8	0.87	7	13	-1	21	0
CCNC(=O)COC(=O)/C=C/c1c(C)nn(Cc2cccc(OC)c2)c1Cl	-13	1	12	0.94	15	6	1	15	-4
Cc1ccnc(NS(=O)(=O)c2ccc(NC(=O)c3ccc([N+](=O)[O-])s3)cc2)n1	-7	-21	7	0.99	16	1	4	19	-3
Cc1ccccc1NC(=O)c1c(C)nn(-c2ccccc2)c1Cl	5	5	1	0.95	16	5	2	26	0
O=C(NC(=S)Nc1ccccc1)c1cc(-c2ccccc2)nc2ccccc12	0	11	36	0.86	33	14	0	17	-3

3 compounds from above, reduced to TIM10 inh, hIAP inh and mIAP activ.
canonical_smiles	TIM10 inh	hIAP inh	mIAP activ
Cc1ccccc1NC(=O)c1c(C)nn(-c2ccccc2)c1Cl	1	5	0.95
COc1ccccc1CCC(=O)OCC(=O)Nc1cc(S(=O)(=O)N2CCOCC2)ccc1C	-5	-8	1
COC(=O)CC1NCCNC1=O (stereo not given)	9	-5	0.97

Later entries
SMILES	APOBEC3G inh	hIAP inh	TIM10 inh	mIAP activ	tim10-1 inh	mIAP inh	APOBEC3A inh	NLRP3 yeast inh	MIN6 prolif
CC(=O)c1ccccc1NS(=O)(=O)c1ccccc1Cl	1	8	16	0.91	21	9	0	5	0
COc1cccc(N=Cc2ccc(O)cc2O)c1	-3	2	1	0.83	22	17	0	3	-1
COc1ccc2sc3c(=O)[nH]c4ccccc4c3c2c1	-5	13	5	0.88	25	12	2	12	-3
C[C@@H]1CN([C@@H](C)CO)C(=O)c2cc(NC(=O)C3CC3)ccc2O[C@@H]1CN(C)Cc1ccc(Cl)c(Cl)c1	-4	10	3	0.96	-4	4	-2	9	-3
NNC(=O)Cc1cn(-c2ncc(C(F)(F)F)cc2Cl)c2ccccc12	0	-3	19	1	24	-3	1	11	-4
CC(C)c1nc2oc3c(NCC4CCCO4)ncnc3c2c2c1CCC2 (stereo not given)	3	2	45*	1.1	46*	-6	3	-6	-3
O=C(Nc1cccnc1)c1cc2c(ccc3ccccc32)o1	1	12	29	0.99	-9	1	1	38	-3
COc1ccc(NC(=O)CSc2nc3nc(-c4cccs4)cc(C(F)(F)F)c3c(=O)[nH]2)c(OC)c1	-3	-1	9	0.83	16	17	1	19	0
CCc1nnc(NC(=O)CSc2nnc(CNc3cccc(C)c3)n2-c2ccccc2)s1	1	7	5	1	22	-2	0	12	3
O=C(CCNC(=O)c1ccc(Cl)cc1)Nc1ccc(Cl)cc1F	-6	-4	-6	1	1	0	2	27	-1
O=[N+]([O-])c1cccc(N/N=C/c2ccc(N3CCOCC3)cc2)c1	-2	9	-25	0.98	26	2	1	12	-4
COc1ccc(-c2noc(COc3ccc4c(c3)OCO4)n2)cc1	-3	7	-42	0.96	-27	4	1	29	-3
COc1ccc2c(c1)cc1n2CCN2CCCN=C12	-5	-16	1	0.96	1	4	0	-3	-2
CC1CC(C)CN(CC(=O)Nc2ccc3c(c2)OCCO3)C1 (stereo not given)	2	9	-3	1.1	10	-5	4	18	6
COc1ccc(CCNC(=O)c2nc(-c3cccs3)no2)cc1OC	-7	13	15	0.99	0	0	-4	10	-1
CC(C)(C)c1cccc(/C=N/O)c1O	-2	-12	-19	1.1	21	-11	1	-47	-3
COc1cccc(CNC(=O)Cc2csc(Nc3nc(=S)[nH]c4ccccc34)n2)c1	-6	11	-18	0.73	20	26	-1	2	-4
COc1ccc(CN(C)C(=O)c2ccc(NC(=O)CC3SC(N4CCCC4)=NC3=O)cc2)c(OC)c1OC (stereo not given)	2	-7	-6	1	13	-1	4	8	1
CC1(C)CC(=O)C2=C(C1)NC(Nc1nc3ccccc3o1)=NC2c1ccccn1 (stereo not given)	-3	-21	-19	0.99	28	0	-3	5	-5
CCOC(=O)N1CCN(Cc2nc(C3CC3)no2)CC1	-5	13	-3	0.91	8	9	-4	-14	0
CCC(C)NC(=O)CSc1nnc(-c2ccc(OC)c(OC)c2)c(-c2ccc(OC)c(OC)c2)n1 (stereo not given)	-8	8	14	0.89	-12	11	-3	19	-3
Cc1cc(/C=N/NC(N)=S)c(C)n1-c1ccc(Cl)c(Cl)c1	-9	17	-5	0.9	9	10	-1	47	-6
CCn1ccnc1CN(C)Cc1cn(-c2ccccc2)nc1-c1ccc(OC)cc1F	8	-31	32	1.1	26	-15	-7	-4	-5
Cc1ccc(S(=O)(=O)N2CCN(C)CC2)cc1[N+](=O)[O-]	-9	22	-28	0.84	-9	16	-3	11	6
COc1ccc(NC(=O)CSc2nc3ccccc3cc2Cc2ccccc2)cc1	-5	0	5	0.89	0	11	1	13	-4
COC(=O)C1CC(=O)c2sccc2C1 (stereo not given)	-7	-4	18	1	10	0	-4	18	0
Cc1noc(C)c1C(=O)N1CCCC(C(=O)c2cccc(C(F)(F)F)c2)C1 (stereo not given)	-3	20	-10	1	4	-3	1	21	-2
O=C(O)C(Cc1ccccc1)N1Cc2ccccc2C1=O (stereo not given)	-5	-1	5	1	6	-2	-4	13	1
COc1cccc(OC)c1C(=O)Nc1ccc2nc(C)c(C)nc2c1	-7	9	-3	0.98	7	2	-5	25	1
CC(OC(=O)C1CC(=O)N(Cc2ccco2)C1)C(=O)Nc1ccc(F)cc1Cl (stereo not given)	-8	-2	10	0.98	6	2	-3	10	-1
O=S(=O)(NCCSc1nnnn1-c1ccccc1)c1cccs1	-8	3	11	1.1	23	-7	-6	15	-1
COc1cc(C2Nc3c(F)cccc3C3C=CCC32)cc(Br)c1OC (stereo not given)	7	-12	26	0.93	17	7	1	11	-5
COCCN(CCOC)c1nc(S(=O)(=O)c2ccc(C)cc2)c(Cl)s1	-5	8	19	0.88	20	12	-3	9	0
COC(=O)C1=NNC2(C)C(=O)N(c3ccc(C)cc3)C(=O)C12 (stereo not given)	-3	-2	-29	1.1	0	-9	-5	1	1
NCCCC[C@@H]1NC(=O)c2cc([N+](=O)[O-])cc(I)c2SC[C@@H](C(N)=O)NC(=O)[C@H](CCC(N)=O)NC1=O	-12	-3	4	0.93	-22	7	-1	25	2
COc1ccc(Cc2c[nH]c(=O)[nH]c2=O)cc1	-3	3	7	0.97	5	3	-3	-31	-3
CC1CN(C(=O)c2cc(F)c(F)cc2Cl)CC(C)O1 (stereo not given)	-2	13	1	0.98	3	2	2	-3	4
COC(=O)C1=C(C)Nc2c(c(=O)n(C)c(=O)n2C)C1c1ccc(C)cc1 (stereo not given)	-6	4	-2	1.1	10	-11	2	17	-1
COc1ccccc1N1C(=O)CC(c2ccccc2)CC1=O	-6	3	-1	1	-13	-2	-3	1	1
CCCCN(CC)Cc1ccc(CNC(=S)Nc2ccccc2F)o1	0	-6	1	1.1	-4	-11	0	13	-1

Reformatted: two of the compounds above.
canonical_smiles,APOBEC3G inh,hIAP inh,TIM10 inh,mIAP activ,tim10-1 inh,mIAP inh,APOBEC3A inh,NLRP3 yeast inh,MIN6 prolif
O=C(O)C(Cc1ccccc1)N1Cc2ccccc2C1=O (stereo not given),-5,-1,5,1,6,-2,-4,13,1
COc1cccc(OC)c1C(=O)Nc1ccc2nc(C)c(C)nc2c1,-7,9,-3,0.98,7,2,-5,25,1

Next part:
SMILES	APOBEC3G inh	hIAP inh	TIM10 inh	mIAP activ	tim10-1 inh	mIAP inh	APOBEC3A inh	NLRP3 yeast inh	MIN6 prolif
COCCOC(=O)C(C#N)c1nc2ccccc2nc1N1CCN(Cc2ccccc2)CC1 (stereo not given)	-5	10	23	0.95	25	5	-3	22	-1
COC(=O)c1ccc(C(=O)OC)c(NC(=O)COC(=O)c2ccccc2OC)c1	3	11	-14	0.96	-9	4	-1	10	0
Cc1cc2c(cn1)C(CCC#N)(CCC#N)c1ccccc1-2	12	16	5	0.86	21	14	-6	6	-5
C=CCSc1nc2c(sc3nc(C)cc(C)c32)c(=O)[nH]1	-8	-10	1	0.94	14	6	-4	19	-1
Cc1cc(C)c(S(=O)(=O)N2CCCCC2CCNC(=O)C(=O)NCCN2CCOCC2)c(C)c1 (stereo not given)	-4	9	6	0.9	28	10	1	28	1
O=C(CSCc1cnn(-c2ccccc2)c1-n1cccc1)N1CCN(Cc2ccccc2)CC1	-4	26	19	0.93	29	7	-3	22	-4
COc1ccc(CN(C(=O)CNC(=O)c2ccco2)C(C(=O)NC2CCCC2)c2ccco2)cc1 (stereo not given)	1	9	6	0.92	5	8	2	11	1
COc1ccccc1N(CC(=O)Nc1cccc(C(F)(F)F)c1)S(C)(=O)=O	-4	-7	-16	1.1	13	-14	1	11	-1
O=C(Cc1ccc(Cl)cc1)N1CCC2(CC1)NCCc1[nH]cnc12	-5	-12	-8	0.93	-10	7	-1	9	-3
Cc1ccc(NC2=Nc3ccccc3CC2)cc1	-7	1	1	0.91	-1	10	0	27	0
Cc1cccc([C@@H]2[C@@H]3C(=O)N(C)C(=O)[C@@H]3[C@@H]3C(=O)Nc4ccccc4C(=O)N23)c1	-13	2	13	0.97	6	2	-3	-8	1
Cn1cnc(C(=O)NCc2ccc(CNC(=O)OC(C)(C)C)cc2)c1C(=O)NCc1ccc(CNC(=O)OC(C)(C)C)cc1	-2	-8	0	1	-1	-4	-1	11	-3
O=C(c1ccc2c(c1)OCO2)C1CCCN(Cc2ccccc2OC(F)F)C1 (stereo not given)	-2	-6	-6	0.99	-5	1	-1	14	-2
Cc1cccc2c(N=Nc3ccccc3)c(O)[nH]c12	-2	11	19	0.93	17	7	2	31	-3

From PubChem
